Screens deposited in PubChem BioAssay by several laboratories.
Diaphorase act: compounds boosting diaphorase resazurin reduction – biochemical, uHTS, resorufin fluorescence, counter-screen for diaphorase-coupled primary assays, primary screen | Diaphorase/resazurin coupled assay, 16 min; stronger effect = higher value; 1 = vehicle wells, 0 = NADH-free wells | activation factor at 20 µM | 0.005% of 190,000 active | AID 1229, 2008;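 active = diaphorase activity raised at least twofold by the compound at 20 µM; inactive = activation factor below 2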
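System – purified diaphorase enzyme from Clostridium kluyveri · Input – enzyme 0.07 U/mL final · Also added – final NADH 0.114 mM, resazurin 0.1 mM · Measured by – fluorescence of resorufin, 544 nm excitation, 590 nm emission · Timing – 16 min enzyme reaction, ambient temperature · Measure – resorufin increase flagging diaphorase activators or reducers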
TNAP inh hi DEA: human TNAP enzyme inhibitors, primary screen, biochemical, luminescent, high phosphate acceptor level, uHTS. Alkaline phosphatase, tissue-nonspecific isozyme (Homo sapiens), P05186. purified TNAP, CDP-star luminescence, 1 M DEA. inhibition, % at 20 µM. 0.03% of 200,000 active. AID 1135, 2008;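 active = over 50% inhibition of tissue-nonspecific alkaline phosphatase at 20 µM in the single-dose screen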;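 note: plate controls were DMSO wells for no effect and EDTA-quenched wells as full inhibition for full effect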
Target sequence (P05186 whole entry, looked up): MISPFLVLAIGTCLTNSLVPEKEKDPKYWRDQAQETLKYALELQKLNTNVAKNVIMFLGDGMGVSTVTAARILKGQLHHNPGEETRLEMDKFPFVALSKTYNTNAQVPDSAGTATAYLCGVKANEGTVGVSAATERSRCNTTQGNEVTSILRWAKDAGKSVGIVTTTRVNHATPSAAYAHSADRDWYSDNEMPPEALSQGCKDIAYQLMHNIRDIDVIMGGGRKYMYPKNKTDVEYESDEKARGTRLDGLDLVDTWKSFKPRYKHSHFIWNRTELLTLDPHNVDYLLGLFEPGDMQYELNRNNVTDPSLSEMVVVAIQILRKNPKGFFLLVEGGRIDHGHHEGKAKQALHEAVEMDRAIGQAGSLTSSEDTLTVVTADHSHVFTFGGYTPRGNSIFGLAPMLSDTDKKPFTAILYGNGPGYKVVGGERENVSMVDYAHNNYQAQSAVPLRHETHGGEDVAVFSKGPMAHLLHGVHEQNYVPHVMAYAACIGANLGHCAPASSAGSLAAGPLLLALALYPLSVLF
PMI act hi M6P: human PMI activators, high substrate, primary screen, biochemical, fluorescence intensity, near-saturating mannose 6-phosphate; AID 1216, 2008; 0.34% of 190,000 active; coupled PMI enzyme assay, resazurin fluorescence, 20 min; stronger effect = higher value; 1 = untreated enzyme, 0 = substrate-free blank; Mannose-6-phosphate isomerase (Homo sapiens), P34949; activation factor at 20 µM;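 active = activation factor of 2 or more at 20 µM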
Target sequence (P34949 whole entry, looked up): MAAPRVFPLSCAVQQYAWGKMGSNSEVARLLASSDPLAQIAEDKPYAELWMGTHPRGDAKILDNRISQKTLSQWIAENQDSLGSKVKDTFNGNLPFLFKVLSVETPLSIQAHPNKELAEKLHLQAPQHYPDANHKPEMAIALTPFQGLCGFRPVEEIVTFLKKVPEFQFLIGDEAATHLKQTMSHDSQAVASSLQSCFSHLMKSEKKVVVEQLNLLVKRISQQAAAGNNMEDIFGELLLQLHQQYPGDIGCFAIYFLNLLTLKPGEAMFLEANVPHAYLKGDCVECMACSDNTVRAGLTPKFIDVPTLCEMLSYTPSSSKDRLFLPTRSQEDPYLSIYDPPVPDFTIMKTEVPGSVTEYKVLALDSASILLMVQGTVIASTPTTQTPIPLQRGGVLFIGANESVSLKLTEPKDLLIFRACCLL
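Test system: human phosphomannose isomerase with PGI, G6PDH, diaphorase coupling enzymes; amount: 15 ng/mL PMI; incubation: enzyme reaction with compound 20 min at room temperature; technique: resorufin fluorescence (Ex 544/Em 590 nm) from resazurin via diaphorase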
Diaphorase inh: diaphorase inhibitors and chemical oxidizers, primary screen, counter-screen for diaphorase-coupled primary assays, biochemical, uHTS, resorufin fluorescence; inhibition, % at 20 µM; 0.69% of 190,000 active; diaphorase resazurin-to-resorufin fluorescence, NADH, 16 min; bacterial (C. kluyveri) enzyme, not human;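 active = primary screen inhibition at 20 µM above a set limit, cut at about 50% in these data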;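 note: plate controls were DMSO with full reaction for no effect and wells lacking NADH for full effect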
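Detection: fluorescence of resorufin formed from resazurin, Ex 544/Em 590 nm; test system: Clostridium kluyveri diaphorase enzyme; amount: 0.14 U/mL diaphorase, enzyme working solution; times: 16-min room-temperature incubation before reading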
PMI act: activators of human PMI, primary screen, biochemical, fluorescence intensity, near-Km mannose 6-phosphate. Mannose-6-phosphate isomerase (Homo sapiens), P34949. purified human PMI, coupled resazurin fluorescence, 20 min; stronger effect = higher value; 1 = vehicle control, 0 substrate-free wells. activation factor at 20 µM. 0.005% of 190,000 active;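 active = activation factor of 2 or more at 20 µM, relative to plate controls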
bIAP inh: bovine intestinal alkaline phosphatase inhibitors, primary screen, selectivity assay for TNAP inhibitor project, biochemical, bovine IAP, CDP-star luminescence. alkaline phosphatase, intestinal [Bos taurus]. purified bovine IAP, 30 min. inhibition, % at 20 µM. 190,000 tested, under 10 active. AID 1019, 2008;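 active = over 50% inhibition of intestinal alkaline phosphatase at 20 µM in the single-dose screen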
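System: Purified bovine intestinal alkaline phosphatase (IAP) enzyme | Input: IAP diluted 1/65,000,000 in the well | Also added: CDP-star chemiluminescent phosphatase substrate, 30 µM final | Dosing: 20 µM single dose | Times: Enzyme reaction for 30 min at room temperature | Detection: Luminescence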
TNAP inh noacc: human TNAP enzyme inhibitors, primary screen, biochemical, luminescent, no phosphate acceptor, uHTS; Alkaline phosphatase, tissue-nonspecific isozyme (Homo sapiens), P05186; purified TNAP, CDP-star luminescence, 30 min; inhibition, % at 20 µM; 0.26% of 200,000 active; AID 1012, 2008;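 active = tissue-nonspecific alkaline phosphatase inhibition above about 50% at 20 µM in the single-dose screen, limit read from the data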;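 note: 0% = DMSO negative control and 100% = EDTA positive control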
bIAP act: bovine intestinal alkaline phosphatase activators, primary screen, biochemical, bovine IAP, CDP-star luminescence. AID 1016, 2008. purified bovine IAP, 30 min; stronger effect = higher value; fold of DMSO-control signal, blank-subtracted. activation factor at 20 µM. 0.17% of 200,000 active. alkaline phosphatase, intestinal [Bos taurus];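 active = activation factor of 2 or more at 20 µM, a signal rise over negative controls twice the positive control's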
Lmaj promast: Leishmania major promastigote growth inhibition, primary screen | Leishmania major promastigotes, resazurin fluorescence viability | inhibition, % at 10 µM | 9% of 200,000 active; in the data active = inhibition above about 50%;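 note: promastigotes grown with compound for 44 hours at 28 °C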
TNAP act hi DEA: TNAP activators at high phosphate acceptor level, primary screen, biochemical, luminescence, uHTS | Alkaline phosphatase, tissue-nonspecific isozyme (Homo sapiens), P05186 | purified TNAP, CDP-star luminescence, 1 M DEA, 30 min; stronger effect = higher value; 0 = EDTA background, 1 = DMSO-only activity | activation factor at 20 µM | 200,000 tested, under 10 active | AID 1136, 2008;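 active = activation factor at least 2 at 20 µM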
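system = human TNAP | amount = enzyme diluted 1/800 final | reagent = 100 µM CDP-star substrate | signal = luminescent substrate turnover signal | dosing = one dose, 20 µM | benchmarks = EDTA negative control, DMSO positive control | measure = activation factor | timing = 30 min reaction, room temperature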
An asterisk follows results filed as active.

SMILES	Diaphorase act	TNAP inh hi DEA	PMI act hi M6P	Diaphorase inh	PMI act	bIAP inh	TNAP inh noacc	bIAP act	Lmaj promast	TNAP act hi DEA
O=C(Nc1ccc(Cl)c([N+](=O)[O-])c1)C(Sc1ccccc1)c1ccccc1 (configuration not stated)	0.8	0.9	0.8	19.4	0.8	1.3	-4.4	1	35.1	1
CN(CCN1CCOCC1)Cc1nc(-c2cccs2)no1	1	-5.4	1.1	-0.6	1	1.9	-9.3	1	72.8*	1.1
Cc1ccc(-n2c(SCC(=O)N/N=C/c3ccc(C)s3)nnc2-c2ccccc2)cc1	0.8	-4.1	0.9	23.3	0.9	-2.8	3.3	1	15.7	1
O=C(NCc1ccncc1)Nc1ccc(F)cc1	0.9	-0.2	0.9	6.2	1	2.3	-8.0	1	-1.4	1
CCOn1c(=O)c(-c2ccc(OC)c(OC)c2)[n+]([O-])c2ccccc21	0.8	1.3	0.8	21.5	0.8	-4.8	-7.0	1	2.1	1
CCC(C)Sc1nc(O)cc(=O)[nH]1 (configuration not stated)	0.9	-0.2	1	9.8	1	16.2	-8.5	0.8	0.3	1
COCCN(C(=O)C(C)C)c1nnc(-c2ccc(C(C)(C)C)cc2)s1	0.9	-7.4	0.9	12.3	0.9	1.2	-4.3	1	8.8	1.1
COc1ccc(CCN(C)c2ncnc3sccc23)cc1OC	0.9	-3.5	1	12.4	0.9	4.2	-10.7	1	10.6	1
CCOCc1nnc(NC(=O)CSc2ccc(C)cc2)s1	0.8	-3.5	0.9	19.5	0.9	5.3	-11.6	0.9	-4.9	1
CCOC(=O)N1CCN(C(=O)CN(c2ccc(OC)cc2)S(C)(=O)=O)CC1	1	-4.6	1	3.1	1.2	10.0	-8.1	0.9	0.7	1
COc1cc(C(=O)NNC(=S)NC(=O)c2ccccc2C)cc(OC)c1OC	0.9	-6.8	1.2	10.0	1.2	-8.5	-8.3	1.1	-13.7	1.1
CCc1ccc2nc(N3C(=O)c4oc5ccccc5c(=O)c4C3c3ccc(OC)c(OC)c3)sc2c1 (configuration not stated)	0.9	3.0	1	7.7	0.9	13.6	-7.7	0.9	-3.7	1
O=C(CN1CCN(S(=O)(=O)c2ccc3ccccc3c2)CC1)N1CCc2ccccc2C1	0.7	-5.6	0.9	30.8	0.9	12.3	-12.2	0.9	7.6	1.1
CC(OC(=O)C(NC(=O)c1ccco1)C(C)C)C(=O)Nc1ncc(Cl)cc1Cl (configuration not stated)	0.9	2.7	0.9	14.9	0.9	1.3	-6.7	1	-8.4	1
Cc1cc(C(=O)Nc2cccc(O)c2)co1	1.1	-6.7	1.1	-6.6	0.9	-1.7	-6.4	1	18.3	1.1
CCCNS(=O)(=O)c1ccc(OCC(=O)N2CCOCC2)cc1	0.9	-4.3	1	13.2	1	13.4	-11.4	0.9	-5.4	1
COc1ccc(C(=O)Oc2cccnc2)cc1	0.9	-3.3	1	12.4	1	4.7	-1.5	1	-7.1	1
Nc1nc(CSc2ccc(Cl)cc2)nc(N2CCCCC2)n1	0.7	-2.9	0.9	27.9	0.8	5.6	-2.0	0.9	22.8	1
Cc1cc(C)c2cc(CN(Cc3nnnn3Cc3ccc(F)cc3)C3CCCC3)c(=O)[nH]c2c1	1	-6.4	1.7	-0.1	1.3	4.2	-9.8	1	23.9	1.1
Cc1ccc(C(=O)Nc2ccon2)cc1S(=O)(=O)N1CCCCCC1	1	-2.9	1.1	-0.3	1	22.7	-13.8	0.8	-1.8	1
C=CCNC(=O)CCCc1ccccc1	1	-8.3	1.1	1.3	1.1	10.9	-3.2	0.9	-1.9	1.1
COC(OC)c1ccnc(-c2ccc(OC(C)=O)cc2)n1	1	-4.2	1.1	-0.6	1.1	-5.2	-13.0	1.1	-14.9	1
COC(=O)c1ccc(-n2c(C)ccc2-c2ccccc2)cc1	0.9	-1.5	0.9	5.0	0.8	7.9	-7.4	0.9	-1.6	1
O=[N+]([O-])c1ccc2[nH]nc(-c3ccccc3)c2c1	0.8	3.9	0.9	23.6	0.9	2.7	-5.2	1	-1.4	1
C/C(=N\NC(=O)c1cccc(S(=O)(=O)Nc2ccccc2Cl)c1)c1ccc(-n2ccnc2)cc1	1	-6.8	1.7	-1.9	1.3	-16.9	-2.4	1.2	1.8	1.1
Cc1ccc(-c2ccc(CCC(=O)O)n2CC(=O)O)cc1	1.1	-6.0	1.4	-5.6	1.2	-7.4	-11.1	1.1	-3.4	1.1
O=C(CN1CCN(c2ncccn2)CC1)N1CCc2ccccc21	0.8	-3.4	1	17.3	0.9	15.5	-11.6	0.8	-8.1	1
Cc1cc(C(=O)NCc2ccccc2)no1	0.8	-5.6	1	17.3	1	0.9	-5.1	1	-4.8	1.1
O=C(NCCOC12CC3CC(CC(C3)C1)C2)c1cccc(Br)c1	0.8	-6.8	1	16.1	0.9	-2.8	-6.6	1	93.7*	1.1
CCN(CC)c1ccc(NC(=O)c2ccc(Cl)nc2)cc1	1	-1.4	0.9	-4.6	1	4.0	-7.4	1	0.3	1

Laid out differently: 2 of the compounds above
Each structure is followed by: Diaphorase act, TNAP inh hi DEA, PMI act hi M6P, Diaphorase inh, PMI act, bIAP inh, TNAP inh noacc, bIAP act, Lmaj promast, TNAP act hi DEA
> C/C(=N\NC(=O)c1cccc(S(=O)(=O)Nc2ccccc2Cl)c1)c1ccc(-n2ccnc2)cc1
 : 1, -6.8, 1.7, -1.9, 1.3, -16.9, -2.4, 1.2, 1.8, 1.1
> O=C(NCCOC12CC3CC(CC(C3)C1)C2)c1cccc(Br)c1
 : 0.8, -6.8, 1, 16.1, 0.9, -2.8, -6.6, 1, 93.7*, 1.1

Next section.
SMILES	Diaphorase act	TNAP inh hi DEA	PMI act hi M6P	Diaphorase inh	PMI act	bIAP inh	TNAP inh noacc	bIAP act	Lmaj promast	TNAP act hi DEA
O=C(CN1C(=O)C2CC=CCC2C1=O)NCC(=O)Nc1ccc(F)c(F)c1F (configuration not stated)	1.2	-8.7	1.3	-19.1	1.4	3.3	-4.9	1	-9.0	1.1
COc1cccc(CNC(=O)c2nnn(CC(=O)Nc3ccc4c(c3)OCO4)c2N)c1	0.9	-3.0	1	8.9	1	3.2	3.2	1	0.1	1
CCOC(=O)CN1C(=O)Nc2ccc(Br)cc2C1c1ccccc1 (configuration not stated)	0.9	-3.2	0.8	12.0	0.9	-8.2	-3.0	1.1	8.4	1
COc1ccc(NC(=O)CCC2COc3ccccc3O2)c(OC)c1 (configuration not stated)	0.8	-2.2	0.9	16.3	0.9	9.1	-11.6	0.9	-0.8	1
Cc1cc(C)n(-c2nc(SCCN(C)C)c3c4c(sc3n2)COC(C)(C)C4)n1	1.1	-3.5	0.9	-5.3	0.9	-3.9	-3.8	1	100.6*	1
O=C(c1ccccc1)N(Cc1ccc(F)cc1)Cc1nc2ccccc2c(=O)[nH]1	0.9	1.0	1	10.6	1	6.0	-4.6	0.9	6.1	1
CCCc1cc(=O)n2[nH]c(NCc3ccc(OC)c(OC)c3)nc2n1	1	-2.0	1	4.3	1	1.2	-3.6	1	-6.6	1
Cc1cccc2c(=O)c(Br)c(C)n(Cc3ccccc3)c12	1	-3.1	0.9	2.6	1	-16.6	-8.9	1.2	-1.0	1
CCOC(=O)N/N=C(/C)c1ccc([N+](=O)[O-])o1	1	-4.5	1.1	3.3	1.1	2.5	-9.8	1	96.1*	1
N#CCCCSc1nnc(CSc2nc3ccccc3s2)n1-c1ccccc1	0.8	-9.4	0.9	22.0	1	1.0	-2.0	1	7.1	1.1

Limited to TNAP inh noacc and TNAP inh hi DEA, for some of the entries so far:
canonical_smiles,TNAP inh noacc,TNAP inh hi DEA
Cc1ccc(C(=O)Nc2ccon2)cc1S(=O)(=O)N1CCCCCC1,-13.8,-2.9
COc1ccc(NC(=O)CCC2COc3ccccc3O2)c(OC)c1 (configuration not stated),-11.6,-2.2
O=C(CN1CCN(S(=O)(=O)c2ccc3ccccc3c2)CC1)N1CCc2ccccc2C1,-12.2,-5.6
Cc1cccc2c(=O)c(Br)c(C)n(Cc3ccccc3)c12,-8.9,-3.1
CCOC(=O)N1CCN(C(=O)CN(c2ccc(OC)cc2)S(C)(=O)=O)CC1,-8.1,-4.6

(more compounds)
SMILES	Diaphorase act	TNAP inh hi DEA	PMI act hi M6P	Diaphorase inh	PMI act	bIAP inh	TNAP inh noacc	bIAP act	Lmaj promast	TNAP act hi DEA
COc1ccc2c(c1)[nH]c1c(=O)n(Cc3ccco3)cnc12	0.8	-2.4	0.8	18.7	0.8	10.9	-18.2	0.9	-3.0	1
NC(=O)[C@@H]1CCCNc2c(I)cc([N+](=O)[O-])cc2C(=O)N[C@@H](CCCN=C(N)N)C(=O)N[C@@H](CCCN=C(N)N)C(=O)N1	1.2	6.4	1.2	-24.2	1.2	-32.0	8.6	1.3	-4.6	0.9
COc1ccc(C(=O)Nc2ccc(-c3cn4ccsc4n3)cc2)cc1S(=O)(=O)N1CCOCC1	0.8	-3.3	0.9	21.9	1	6.1	-12.1	0.9	-6.0	1
COC(=O)c1cc(NC(=O)c2ccoc2C)cc(C(=O)OC)c1	0.8	-1.6	0.8	20.2	0.8	8.3	-6.9	0.9	0.3	1
Cc1cccc(C)c1N(CC(=O)N/N=C/c1cc(Br)c(C)o1)S(C)(=O)=O	0.8	0.2	0.9	15.2	0.9	8.8	-10.7	0.9	70.5*	1
C=CCn1c(C(C)NC(=O)c2cccc(C)c2)n[nH]c1=S (configuration not stated)	0.9	-5.6	1	11.6	1	11.2	-4.7	0.9	-2.9	1.1
CN(C)S(=O)(=O)c1cccc(NC(=S)NC2CCCCC2)c1	0.9	-1.5	1	11.1	1	15.4	-14.3	0.8	11.7	1
O=C(Nc1ccc(S(=O)(=O)N2CCCC2)cc1)c1cnccn1	1	-2.1	1	4.9	1	6.6	-4.1	0.9	-1.4	1
CN1CCN(S(=O)(=O)c2ccc3ccccc3c2)CC1	0.8	-5.5	1	17.9	1	2.2	-17.5	1	3.9	1.1
